# LYPLA1 counter – blocks human lysophospholipase 1, a PME1 counter-screen; O75608; recombinant LYPLA1, FP-Rh probe fluorescence polarization; inhibition, % at 5.9 µM; 0.16% of 320,000 active;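 active means inhibition above the mean of all tested compounds plus 3 SD, set per campaign, cut at about 14% in these data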;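 further: inhibitors block serine hydrolase probe labeling of LYPLA1 so polarization falls; 0% = enzyme with DMSO and 100% = wells lacking LYPLA1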
# Target sequence (O75608 whole entry, looked up): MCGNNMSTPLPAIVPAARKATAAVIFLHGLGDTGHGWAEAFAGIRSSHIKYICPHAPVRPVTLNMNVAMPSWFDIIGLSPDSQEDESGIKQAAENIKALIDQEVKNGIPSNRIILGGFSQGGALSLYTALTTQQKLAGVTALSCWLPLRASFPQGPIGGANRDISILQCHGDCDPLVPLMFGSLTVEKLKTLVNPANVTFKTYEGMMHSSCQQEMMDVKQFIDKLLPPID
# PREPL inh – inhibitors of human prolyl oligopeptidase-like enzyme PREPL; 0.68% of 320,000 active; inhibition, % at 5.96 µM; Q4J6C6; recombinant PREPL, fluorescence polarization activity-based probe; in the data active means inhibition above about 43%;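 further: 0% = enzyme with DMSO and 100% = wells lacking enzyme; many of its hits are not listed in these tables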
# PAFAH2 inh – inhibitors of human PAFAH2. inhibition, % at 3.39 µM. 0.99% of 340,000 active. Q99487. recombinant PAFAH2, FP-rhodamine activity probe, fluorescence polarization;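 active means inhibition above the mean over all tested compounds plus 3 SD, cut at about 30% in these data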;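 further: inhibitors block probe labeling of enzyme so polarization drops; 0% = enzyme with DMSO and 100% = wells lacking PAFAH2 protein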
# PAD4 FP inh – inhibitors of human PAD4; recombinant PAD4, RCA probe fluorescence polarization; inhibition, % at 6.36 µM; 0.41% of 330,000 active;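 active means percent inhibition above a cutoff equal to the mean of all tested compounds plus 3 SD, cut at about 15% in these data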;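 further: 0% = PAD4 with RCA probe and DMSO and 100% = probe without PAD4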
# PAFAH1B3 FP inh – blocks human PAF acetylhydrolase 1B catalytic subunit 3; Q15102; recombinant PAFAH1B3, FP-rhodamine probe, fluorescence polarization; 0.28% of 340,000 active; inhibition, % at 3.39 µM;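 active means inhibition above the screen-wide average of all tested compounds plus 3 SD, cut at about 25% in these data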;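 further: 0% = enzyme with DMSO only and 100% = wells lacking PAFAH1B3 protein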
# Target sequence (Q15102 whole entry, looked up): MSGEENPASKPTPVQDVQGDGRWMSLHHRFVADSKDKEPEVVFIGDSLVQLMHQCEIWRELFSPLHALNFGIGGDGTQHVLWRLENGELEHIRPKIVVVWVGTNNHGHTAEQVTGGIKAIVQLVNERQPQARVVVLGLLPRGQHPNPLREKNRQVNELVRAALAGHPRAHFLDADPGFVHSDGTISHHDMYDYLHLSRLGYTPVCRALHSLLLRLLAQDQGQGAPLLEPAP
# GSTO1 counter – blocks human GSTO1 in RBBP9 counter-screen; inhibition, % at 5.96 µM; AID 1974; 1.1% of 300,000 active; P78417; recombinant GSTO1, activity-based probe fluorescence polarization;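 active means inhibition above the campaign mean inhibition plus 3 SD, cut at about 35% in these data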;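 further: 0% = GSTO1-1 with DMSO and 100% = wells lacking GSTO1-1 enzyme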
# Target sequence (P78417 whole entry, looked up): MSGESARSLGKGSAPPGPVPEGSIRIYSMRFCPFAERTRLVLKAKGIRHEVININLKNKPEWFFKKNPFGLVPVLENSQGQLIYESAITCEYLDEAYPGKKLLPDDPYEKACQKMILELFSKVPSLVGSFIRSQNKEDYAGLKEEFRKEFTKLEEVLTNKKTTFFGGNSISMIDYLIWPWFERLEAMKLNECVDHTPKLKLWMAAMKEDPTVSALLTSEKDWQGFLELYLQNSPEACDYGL
# ZTA counter – blocks Epstein-Barr virus ZTA, an EBNA-1 counter-screen; P03206; 0.15% of 320,000 active; AID 2234; ZTA-DNA binding, fluorescence polarization; inhibition, % at 11 µM; in the data active means inhibition above about 33%
# Target sequence (P03206 whole entry, looked up): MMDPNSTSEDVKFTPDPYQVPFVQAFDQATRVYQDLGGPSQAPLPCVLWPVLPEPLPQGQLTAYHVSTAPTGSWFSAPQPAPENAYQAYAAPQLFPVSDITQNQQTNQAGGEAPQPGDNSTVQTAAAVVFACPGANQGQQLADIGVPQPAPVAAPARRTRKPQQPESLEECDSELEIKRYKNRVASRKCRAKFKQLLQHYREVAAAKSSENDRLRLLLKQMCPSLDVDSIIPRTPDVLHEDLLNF
# LYPLA2 counter – LYPLA2 (human) inhibition in PME1 counter-screen; O95372; recombinant LYPLA2, FP-Rh probe fluorescence polarization; inhibition, % at 5.9 µM; 0.38% of 320,000 active; AID 2177;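 active means inhibition above the screen-wide mean plus 3 SD, limit set per campaign, cut at about 26% in these data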;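 further: 0% = LYPLA2 with DMSO and 100% = wells lacking LYPLA2 enzyme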
# EBNA-1 inhibitor – blocks EBNA-1 binding to DNA; EBNA-1 DNA binding, fluorescence polarization; inhibition, % at 14.8 µM; 0.34% of 300,000 active; in the data active means inhibition above about 28%
# * = called active by the depositor; nt = no result given. A portion of the library (hit frequency here may not be typical).
SMILES,LYPLA1 counter,PREPL inh,PAFAH2 inh,PAD4 FP inh,PAFAH1B3 FP inh,GSTO1 counter,ZTA counter,LYPLA2 counter,EBNA-1 inhibitor
O=C(Cc1ccc(Cl)cc1)NC(=S)Nc1ccccc1O,-3,2,-3,0,6,0,-12,2,-10
CS(=O)(=O)c1ccc2nc(NC(=O)C3C4C=CC(C4)C3C(=O)O)sc2c1 (stereo unspecified),1,6,0,-1,2,1,0,-3,8
Cc1ccc(S(=O)(=O)N2CCCc3cc(NC(=O)c4c(F)cccc4F)ccc32)cc1,-14,-4,-6,-3,-11,-1,4,-29,-10
Cc1ccnc(NS(=O)(=O)c2ccc(NC(=O)c3ccc(N4C(=O)CCC4=O)cc3)cc2)n1,4,1,-1,2,7,4,1,-1,5
COC(=O)C1C(C(C)C)N(c2ccccc2)OC1(C)O (stereo unspecified),0,7,15,0,6,3,8,2,4
O=C(NCC1COc2ccccc2O1)c1ccc(-n2cncn2)c([N+](=O)[O-])c1 (stereo unspecified),0,10,-6,-2,4,-8,7,-2,-5
Cc1ccc(C(=O)N2CC(C)CC(C)C2)cc1S(=O)(=O)N1CCCCC1 (stereo unspecified),2,-5,5,4,2,nt,-11,2,nt
Cc1cccc(CC2S/C(=N/c3cccc(C)n3)NC2=O)c1 (stereo unspecified),-3,-2,2,2,-3,3,12,5,3
Cc1ccc(C(OC(=O)c2ccco2)C(=O)NC(C)(C)C)cc1 (stereo unspecified),2,6,-1,-1,9,2,-10,4,-3
Cc1ccc(NS(=O)(=O)Cc2ccccc2)cc1Cl,2,1,5,-4,7,5,3,5,10
CCn1c(SCCN2CCOCC2)nc2c1c(=O)n(C)c(=O)n2C,2,-5,-5,0,0,-1,7,-6,1
CC(NC(=O)COc1cccnc1[N+](=O)[O-])c1ccc(Cl)cc1 (stereo unspecified),1,9,-8,-5,6,-2,5,0,-11
O=C(NC(=S)Nc1ccc(S(=O)(=O)N2CCCCCC2)cc1)c1cccs1,-6,9,7,-4,-2,-1,-13,-9,85*
CCOC(=O)N1CCC(N(CCN(C)C)C(=S)Nc2ccccc2Cl)CC1,-3,-8,7,-4,-5,-5,0,-1,7
Cc1cc(C)cc(-n2c(C)cc(/C=N/NC(=O)CN(c3c(C)cccc3C)S(C)(=O)=O)c2C)c1,0,-2,-9,-2,2,-1,-3,-2,-19
CCCn1nnnc1SCC(=O)Nc1sc(C)c(C)c1C#N,7,-15,nt,1,nt,3,-15,6,-7
COC(=O)C1(C)NCCc2c1[nH]c1ccccc21 (stereo unspecified),2,0,-1,1,9,-4,10,0,12
COc1cc(/C=C(\C#N)c2ccccn2)ccc1OCC(=O)Nc1ccc(Br)cc1,-2,-3,4,-5,4,-3,7,6,0
Cc1cc(=O)n2c(ccc3ccccc32)c1C#N,3,-8,3,8,3,-6,-6,5,-3
O=C(Nc1nc(=O)c2ccccc2s1)c1ccc(Cl)cc1,3,2,5,1,-7,-5,4,0,-5
COc1ccc(CC(=O)Nc2cc(C)ccn2)cc1,-1,4,8,0,2,-5,8,1,11
O=C(NO)C1CC2C=CC1C2 (stereo unspecified),-2,8,7,-2,-2,-3,-2,-4,-9
CCC(=O)N(C(=O)CC)N1CCN(c2ccncc2S(=O)(=O)N2CCCCC2)CC1,-2,9,4,0,6,-3,12,4,9
CCN(CC)C(=O)c1[nH]cnc1C(=O)N[C@@H](CC(C)C)C(=O)OCc1ccccc1,-2,14,1,1,-13,11,-3,2,7
CNC[C@@H]1Oc2c(NC(=O)Nc3ccc(F)cc3)cccc2C(=O)N([C@H](C)CO)C[C@@H]1C,nt,-4,3,2,-3,nt,nt,nt,nt
# New compounds follow:
SMILES,LYPLA1 counter,PREPL inh,PAFAH2 inh,PAD4 FP inh,PAFAH1B3 FP inh,GSTO1 counter,ZTA counter,LYPLA2 counter,EBNA-1 inhibitor
O=C(Oc1c(Cl)cc(Cl)c2cccnc12)c1cccc([N+](=O)[O-])c1,1,1,-3,-4,4,-5,-7,1,-12
O=C(NCCc1ccncc1)c1ccccc1F,-3,2,1,0,5,1,-2,-3,-3
CCOC(=O)CCNC(=O)N1CCCC(CNS(=O)(=O)c2cccs2)C1 (stereo unspecified),1,-2,0,3,4,-1,2,7,3
Cc1ccc(CSCC(=O)Nc2ccccc2)cc1,-2,-14,-2,-5,8,-1,-2,1,5
CCOc1ccc(N(C(C)C(=O)NC(C)CC)S(C)(=O)=O)cc1 (stereo unspecified),1,-3,-4,0,3,-1,15,3,12
O=C(NCc1cccnc1)NC(=O)c1ccc(Cl)cc1,1,-9,-2,2,6,-4,-2,9,7
O=C([C@H](Cc1ccccc1)NS(=O)(=O)c1ccc(Cl)cc1)N1CC[C@@]2(O)CCCC[C@H]2C1,0,17,26,-3,4,7,0,-4,3
Cc1cc(C)n(Cc2nc3ccccc3n2C)n1,-10,10,4,2,2,-2,15,4,2
COc1cccc2sc3cc(C#Cc4ccccn4)ccc3c(=O)c12,nt,2,-8,-1,0,nt,nt,nt,nt
CCOc1ccc(NC(=O)CN(C)C(=O)CN2C(=O)C3CC=CCC3C2=O)cc1OCC (stereo unspecified),-1,0,4,-4,3,-4,-1,-4,-4
CCOC(=O)CN(C(=O)COc1nc(-c2ccccc2)cc(C)c1C#N)c1cccc(OC)c1,0,8,-2,3,9,-7,1,-27,-5
O=C(Oc1c(Cl)cc(Cl)c2cccnc12)N1CCCCC1,3,-3,-5,-5,11,5,4,-3,-2
C=CCNc1nc(N2CCOCC2)c(C#N)c2c1CN(C)CC2,7,13,-10,-2,6,8,-27,6,-2
COc1ccc(C(OC(=O)c2ccco2)C(=O)NC2CCCC2)cc1 (stereo unspecified),2,4,-1,0,2,-1,-8,7,-2
CC(=O)c1ccc(C(=O)N2CCc3c([nH]c4ccccc34)C2c2cccc(C)n2)s1 (stereo unspecified),-1,4,1,-5,8,-6,6,4,-1
N#Cc1ccccc1OCCn1cncn1,-5,-3,1,0,9,5,6,-2,-9
O=C(c1ccc(F)cc1)n1c(=S)nc2ccccn21,2,-6,-2,-7,3,1,10,-7,-1
COc1ccc(N(Cc2ccccc2)S(=O)(=O)c2cccc(C(=O)Nc3ncccc3C)c2)cc1,-3,-2,-5,5,5,nt,-4,2,nt
C/C(=N/NC(=O)CNC(=O)c1ccncc1)c1ccc(Cl)cc1,-1,-5,2,2,6,9,5,-6,-8
CS(=O)(=O)N1CCN(c2ccccc2NC(=O)CSc2nnc(-c3ccco3)o2)CC1,-3,2,8,-4,-8,4,-6,2,3
COc1ccc(CCNC(=O)C(=O)NCC2OCCN2S(=O)(=O)c2ccc(Cl)cc2)cc1OC (stereo unspecified),1,0,-2,0,-4,2,6,2,6
Cc1noc(C)c1C(=O)OCC(=O)c1c(N)n(CC(C)C)c(=O)n(C)c1=O,1,0,-1,-4,-3,-3,-15,5,-15
O=C(Nc1ccccc1C(=O)N/N=C/c1ccc(O)cc1)c1ccccc1,-5,4,-4,0,7,27,-12,1,-1
CCOC(=O)CN1C=C(c2ccc3ccccc3n2)C(C[N+](=O)[O-])c2ccccc21 (stereo unspecified),-3,42,-2,3,11,-4,6,-3,-2
Cc1cc(C(C)(C)C)cc(S(=O)(=O)NCCc2ccncc2)c1C,-1,3,6,2,1,0,-9,-2,11
# Additional compounds.
SMILES,LYPLA1 counter,PREPL inh,PAFAH2 inh,PAD4 FP inh,PAFAH1B3 FP inh,GSTO1 counter,ZTA counter,LYPLA2 counter,EBNA-1 inhibitor
O=C(N/N=C/c1ccc[nH]1)c1cccc(Br)c1,3,14,-6,6,9,-4,-14,7,-4
CSc1ncccc1C(=O)Nc1cccc(S(=O)(=O)N(C)c2ccccc2)c1,-5,15,5,4,2,nt,3,1,nt
CC1CN(C(=O)COC(=O)c2cc(Cl)ccc2[N+](=O)[O-])CC(C)O1 (stereo unspecified),-2,-6,-1,-1,0,0,8,2,7
CCc1c(C(C)=O)oc2ccc3c(C)cc(=O)oc3c12,4,2,-3,-1,4,4,8,22,2
COc1ccc(NC2CCCN(C(=O)c3ccc(OC)o3)C2)cc1 (stereo unspecified),4,3,1,-3,16,-3,-4,-2,-2
NS(=O)(=O)c1ccc(Cl)cc1[N+](=O)[O-],-2,-6,-4,0,7,4,1,-2,1
CCOC(=O)CSc1ccc(S(=O)(=O)N(CC)CC)cc1[N+](=O)[O-],4,-2,2,5,1,8,3,5,4
COc1ccc(NC(=O)c2c[nH]n3c(=O)cc(C4CCN(C(=O)OC(C)(C)C)CC4)nc23)cc1Cl,1,27,8,-3,13,-4,-6,-3,0
C/C(=N\OCC(=O)Nn1c(C)nc2ccccc2c1=O)c1cccs1,-3,4,4,-3,4,2,6,-2,-3
COc1ccc(S(=O)(=O)c2ccccc2)cc1NS(=O)(=O)c1cccc(C(=O)O)c1,0,-1,6,-3,-2,nt,-11,0,nt
CCOC(=O)[C@H]1[C@H]2COc3ccc(Cl)cc3[C@@H]2N2C(=O)c3cc(C)ccc3NC(=O)[C@@]12C,-11,-1,-4,-4,5,1,4,-7,15
COc1cccc(CNC(=O)CSc2nnc3c(n2)[nH]c2ccccc23)c1,2,7,5,-1,8,9,-13,-3,9
COc1ccccc1CC(=O)NNS(=O)(=O)c1cccc([N+](=O)[O-])c1,2,16,0,0,8,-1,-4,0,-3
CCN(CC)CCn1c(=N)n(CC(O)COc2cccc(C)c2)c2ccccc21 (stereo unspecified),-3,35,nt,-7,nt,4,-32,2,-8
O=C(CNC(=S)N(Cc1ccccc1)Cc1cccnc1)NCCc1ccccc1,-3,-5,1,5,-1,6,-18,3,6
Cn1c(=O)n(C)c2cc(C(=O)O)ccc21,0,1,3,-2,4,6,-2,-4,-6
CC(Sc1nnc(-c2ccc(OC(F)F)cc2)n1N)C(=O)NCC1CCCO1 (stereo unspecified),0,-5,-4,0,3,0,0,-1,1
CN(Cc1ccccc1)C(=O)c1[nH]cnc1C(=O)N[C@@H](CCCCNC(=O)OC(C)(C)C)C(=O)OC(C)(C)C,1,1,-1,-3,15,6,0,-2,14
CSCCC(NC(=O)/C(=C/c1ccco1)NC(=O)c1ccco1)C(=O)O (stereo unspecified),1,0,nt,-3,nt,3,4,2,4
O=S(=O)(/N=C(/c1ccccc1)N1CCCCCC1)c1ccccc1,-1,19,1,-1,4,10,-19,8,-6
O=C1N[C@@H](Cc2ccccc2)C(=O)N2[C@@H]1C[C@]1(Br)c3ccccc3N(S(=O)(=O)c3ccccc3)[C@H]21,-1,-4,nt,-5,nt,0,6,0,10
CCOC(=O)C(=O)Nc1nc(-c2ccc3c(c2)CCN3C(=O)C2CC2)c(C)s1,-1,9,-4,-1,8,8,2,-1,1
COc1ccc(C(=O)NCC(=O)OCC(=O)NC(=O)c2ccc(C(C)(C)C)cc2)cc1OC,2,9,-2,0,1,nt,-6,-2,nt
CCC(C)(NC(=O)c1ccccn1)C(=O)NC1CCCCC1 (stereo unspecified),3,-7,2,-4,6,4,-4,3,-7
C#CCn1c(=NC(=O)c2cccs2)sc2cccc(OCC)c21,-5,-4,15,0,-6,-4,-6,-8,-9
CC(NC(=O)Nc1ccc(F)cc1)c1ccc2c(c1)OCO2 (stereo unspecified),6,-2,6,-1,-4,0,-16,3,-9
CC(C)(C)NC(=S)N/N=C\c1ccc(-c2ccc([N+](=O)[O-])cc2)o1,-2,13,nt,0,nt,-9,4,-4,-3

# Another view of some results above:
# Each structure is followed by: LYPLA1 counter, PREPL inh, PAFAH2 inh, PAD4 FP inh, PAFAH1B3 FP inh, GSTO1 counter, ZTA counter, LYPLA2 counter, EBNA-1 inhibitor
- COc1ccc(NC(=O)c2c[nH]n3c(=O)cc(C4CCN(C(=O)OC(C)(C)C)CC4)nc23)cc1Cl
  1, 27, 8, -3, 13, -4, -6, -3, 0
- C/C(=N\OCC(=O)Nn1c(C)nc2ccccc2c1=O)c1cccs1
  -3, 4, 4, -3, 4, 2, 6, -2, -3

# Source: PubChem BioAssay (The Scripps Research Institute Molecular Screening Center)
